PMI act satM6P: activators of human phosphomannose isomerase at near-saturating mannose 6-phosphate; 0.34% of 190,000 active; coupled PMI enzyme assay, resazurin fluorescence, 20 min; stronger effect = higher value; 1 = untreated enzyme, 0 = substrate-free blank; activation factor at 20 µM;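 active = activation factor of 2 or more at 20 µM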
Target sequence (P34949 whole entry, looked up): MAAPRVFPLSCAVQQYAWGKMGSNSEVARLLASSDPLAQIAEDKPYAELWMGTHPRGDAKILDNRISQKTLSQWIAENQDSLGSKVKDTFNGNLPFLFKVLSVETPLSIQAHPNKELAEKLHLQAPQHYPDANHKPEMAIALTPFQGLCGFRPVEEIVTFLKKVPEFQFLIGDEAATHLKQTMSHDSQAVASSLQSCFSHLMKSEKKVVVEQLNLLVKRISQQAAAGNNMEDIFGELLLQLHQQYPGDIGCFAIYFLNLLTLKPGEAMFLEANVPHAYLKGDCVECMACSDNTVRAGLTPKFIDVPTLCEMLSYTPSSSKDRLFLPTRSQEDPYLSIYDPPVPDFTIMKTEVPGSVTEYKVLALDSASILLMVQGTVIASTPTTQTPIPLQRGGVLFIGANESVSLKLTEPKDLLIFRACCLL
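Material: human phosphomannose isomerase with PGI, G6PDH, diaphorase coupling enzymes / Reagent: Man-6-P substrate 1.0 mM / Dosing: single compound dose of 20 µM, 1% DMSO final / Incubation: enzyme reaction with compound 20 min at room temperature / Signal: resorufin fluorescence (Ex 544/Em 590 nm) from resazurin via diaphorase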
Diaphorase inh: diaphorase inhibition or chemical oxidation counter-screen; diaphorase resazurin-to-resorufin fluorescence, NADH, 16 min; bacterial (C. kluyveri) enzyme, not human; inhibition, % at 20 µM; 0.69% of 190,000 active; AID 1217;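 active = primary screen inhibition at 20 µM above a set limit, cut at about 50% in these data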;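 note: plate controls were DMSO with full reaction for no effect and wells lacking NADH for full effect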
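material = Clostridium kluyveri diaphorase enzyme | amount = 0.14 U/mL diaphorase, enzyme working solution | schedule = incubation 16 min, room temperature | detection = fluorescence of resorufin formed from resazurin, Ex 544/Em 590 nm | benchmarks = positive control minus NADH, DMSO neutral control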
Hsp70 activator: transcriptional activators of Hsp70. HeLa Hsp70 promoter luciferase reporter, luminescence; scaled: vehicle 0, proteasome-inhibitor control 100%. activation, % at 10 µM. 0.04% of 200,000 active. AID 1203;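 active = activation above the mean across all tested compounds plus 3 SD, cutoff set per campaign, cut at about 5.5% in these data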;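 note: 100% = MG132 at 30 µM as the positive control and 0% = DMSO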
Lmaj promast: Leishmania major promastigote growth inhibition; inhibition, % at 10 µM; 9% of 200,000 active; Leishmania major promastigotes, resazurin fluorescence viability; AID 1063;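 note: promastigotes grown with compound for 44 hours at 28 °C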
RAM inhibit: inhibitors of the yeast RAM network; S. cerevisiae dse1pr::URA3 reporter, 5-FOA growth OD615, 2 d; analog-sensitive cbk1-as2 kinase mutant strain; inhibition, % at 50 µM; 1.8% of 190,000 active; AID 868;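 active = inhibition above a set limit, 3 SD over mean compound inhibition, cut at about 8.4% in these data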;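 note: 0% = DMSO-only wells with no growth and 100% = 10 µM 1-NA-PP1 full growth; inhibition rescues growth on 5-FOA so higher OD means more RAM inhibition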
PMI activator: activators of human phosphomannose isomerase; AID 1214; P34949; 0.005% of 190,000 active; purified human PMI, coupled resazurin fluorescence, 20 min; stronger effect = higher value; 1 = vehicle control, 0 substrate-free wells; activation factor at 20 µM;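 active = activation factor of 2 or more at 20 µM, relative to plate controls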
Diaph act CS: counter-screen for diaphorase-based assays: diaphorase activators and chemical reducers. activation factor at 20 µM. AID 1229. 0.005% of 190,000 active. Diaphorase/resazurin coupled assay, resorufin fluorescence, 16 min; stronger effect = higher value; 1 = vehicle wells, 0 = NADH-free wells;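 active = diaphorase activity raised at least twofold by the compound at 20 µM; inactive = activation factor below 2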
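System – purified diaphorase enzyme from Clostridium kluyveri · Input – enzyme 0.07 U/mL final · Also added – final NADH 0.114 mM, resazurin 0.1 mM · Measured by – fluorescence of resorufin, 544 nm excitation, 590 nm emission · Timing – 16 min enzyme reaction, ambient temperature · Measure – resorufin increase flagging diaphorase activators or reducers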
DTT redox prof: compounds producing H2O2 with reducing agent – biochemical, NIH compound library profiling, artefact control for MLSCN library redox annotation, primary screen; DTT-dependent redox cycling H2O2, phenol red/HRP absorbance; 100% = 100 µM peroxide control, 0% = buffer; activation, % at 10 µM; 0.03% of 200,000 active; AID 878;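 active = activation of at least 50% relative to the plate's high and low controls in the primary single-dose screen; inactive = activation below 50%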;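 note: compound incubated with DTT at 0.8 mM final as the reducing agent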
TLR4 MyD88 comp: blocks binding of human TLR4 to MyD88; O00206+Q99836; HeLa CL3-4 TLR4/MyD88 BLA complementation, FRET ratio; inhibition, % at 8.4 µM; 0.18% of 200,000 active; AID 861; in the data active = inhibition above about 25%;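 note: 0% = vehicle and 100% = reference inhibitor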
G6PDH counter: L. mesenteroides G6PDH inhibition counter-screen. inhibition, % at 5 µM. Purified L. mesenteroides G6PDH, diaphorase/resazurin coupled fluorescence, 45 min. 0.12% of 200,000 active
S1P3 antagonist: blocks the human S1P3 receptor | Q99500 | AID 485 | 0.27% of 170,000 active | inhibition, % at 4.98 µM | CHO S1P3 NFAT-BLA reporter, FRET fluorescence, antagonist mode;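 active = inhibition above the plate cutoff, the mean inhibition of test wells on that plate plus 3 SD, cut at about 28% in these data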;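 note: cells challenged with S1P at its EC80 of 0.8 µM; blue over green emission ratio from cleaved BLA substrate after 4 h stimulation; 0% = S1P-stimulated wells and 100% = unstimulated DMSO-only wells; some compounds past the cut are filed as inactive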
Target sequence (Q99500 whole entry, looked up): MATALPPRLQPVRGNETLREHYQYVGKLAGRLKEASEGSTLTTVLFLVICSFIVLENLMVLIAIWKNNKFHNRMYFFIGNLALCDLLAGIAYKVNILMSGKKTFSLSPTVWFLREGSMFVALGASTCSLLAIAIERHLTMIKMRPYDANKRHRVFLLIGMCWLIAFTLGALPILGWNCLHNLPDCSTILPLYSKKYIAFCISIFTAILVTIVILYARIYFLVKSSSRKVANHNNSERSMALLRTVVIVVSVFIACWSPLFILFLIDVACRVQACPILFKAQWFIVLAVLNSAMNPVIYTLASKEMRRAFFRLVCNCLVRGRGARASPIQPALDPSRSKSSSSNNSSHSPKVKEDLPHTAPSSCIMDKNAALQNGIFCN
The depositor's hits bear a star. Cut-off read from the data, not from the text of the source, unless noted: active = inhibition above about 50%; inactive = the rest.

What do the screens show for `COc1cc(/C=N/NC(=O)Cc2cccs2)c([N+](=O)[O-])cc1OC`?
PMI act satM6P: 0.7; Diaphorase inh: 29; Hsp70 activator: 0.1; Lmaj promast: 29; RAM inhibit: 1.7; PMI activator: 1.3; Diaph act CS: 0.7; DTT redox prof: 0.3; TLR4 MyD88 comp: -4; G6PDH counter: 16; S1P3 antagonist: 0

Results for CCOCCCn1c(=S)[nH]c2cc(C(=O)NCCCN(CC)CC)ccc2c1=O ?
PMI act satM6P: 1; Diaphorase inh: 5; Hsp70 activator: -0.1; Lmaj promast: -11; RAM inhibit: 0.9; PMI activator: 1.1; Diaph act CS: 0.9; DTT redox prof: -0.1; TLR4 MyD88 comp: -3; G6PDH counter: 5; S1P3 antagonist: -2

Results for NC(=O)C1CCN(C2CC(=O)N(Cc3cccs3)C2=O)CC1 (stereo unspecified) ?
PMI act satM6P: 1; Diaphorase inh: 5; Hsp70 activator: -0.3; Lmaj promast: 0; RAM inhibit: 2.1; PMI activator: 1; Diaph act CS: 1; DTT redox prof: 0.0; TLR4 MyD88 comp: -1; G6PDH counter: 0

Results for CN1CCN(CCCNC(=O)C2CC(=O)N(C3CCCCC3)C2)CC1 (stereo unspecified) ?
PMI act satM6P: 0.9; Diaphorase inh: 13; Hsp70 activator: -0.3; Lmaj promast: -1; RAM inhibit: 0.9; PMI activator: 0.9; Diaph act CS: 0.9; DTT redox prof: 1.9; TLR4 MyD88 comp: 8; G6PDH counter: -2; S1P3 antagonist: 24

How did Cc1nnc(SCc2cccc(Cl)c2)n(N)c1=O do in these assays?
PMI act satM6P: 1.1; Diaphorase inh: 7; Hsp70 activator: -0.3; Lmaj promast: 10; RAM inhibit: 1.2; PMI activator: 1.1; Diaph act CS: 0.9; DTT redox prof: -0.7; TLR4 MyD88 comp: -15; G6PDH counter: 3; S1P3 antagonist: 7

Results for CN1/C(=C\C=N\O)C(C)(C)c2ccccc21 ?
PMI act satM6P: 1; Diaphorase inh: 0; Hsp70 activator: 0.2; Lmaj promast: 7; RAM inhibit: -0.7; PMI activator: 1.3; Diaph act CS: 1; DTT redox prof: 0.4; TLR4 MyD88 comp: -3; G6PDH counter: 5; S1P3 antagonist: -10

How did COC(=O)n1c(SC)nc2ccccc21 do in these assays?
PMI act satM6P: 1.1; Diaphorase inh: -17; Hsp70 activator: -0.4; Lmaj promast: -3; RAM inhibit: 1.2; PMI activator: 1.2; Diaph act CS: 1.2; DTT redox prof: 1.4; TLR4 MyD88 comp: 11; G6PDH counter: 3; S1P3 antagonist: -13

How did O=C(CSc1n[nH]c(-c2ccccc2)n1)c1ccccc1 do in these assays?
PMI act satM6P: 1.1; Diaphorase inh: -3; Hsp70 activator: 0.3; Lmaj promast: 9; RAM inhibit: 0.3; PMI activator: 1; Diaph act CS: 1; DTT redox prof: 0.2; TLR4 MyD88 comp: 10; G6PDH counter: 14; S1P3 antagonist: -3

What do the screens show for `COC(=O)c1cc2c(ccn2-c2ccc(F)cc2)n1Cc1cccc(OC)c1`?
PMI act satM6P: 0.9; Diaphorase inh: 16; Hsp70 activator: -0.2; Lmaj promast: 98*; RAM inhibit: 13*; PMI activator: 0.8; Diaph act CS: 0.8; DTT redox prof: 0.9; TLR4 MyD88 comp: 5; G6PDH counter: -18; S1P3 antagonist: -1

Results for CC(C)[C@@H]1NC(=O)c2cc([N+](=O)[O-])cc(F)c2NCCC[C@@H](C(N)=O)NC(=O)[C@H](CO)NC1=O ?
PMI act satM6P: 1; Diaphorase inh: 4; Hsp70 activator: -0.1; Lmaj promast: 7; RAM inhibit: 0.1; PMI activator: 1; Diaph act CS: 1; DTT redox prof: -0.6; TLR4 MyD88 comp: -2; G6PDH counter: -4; S1P3 antagonist: -19

Results for Cc1cccc(S(=O)(=O)NC(Cc2c[nH]c3ccccc23)C(=O)O)c1 (stereo unspecified) ?
PMI act satM6P: 1; Diaphorase inh: 11; Hsp70 activator: -0.3; Lmaj promast: -5; RAM inhibit: 0.7; PMI activator: 0.9; Diaph act CS: 0.9; DTT redox prof: -0.1; TLR4 MyD88 comp: 4; G6PDH counter: 10; S1P3 antagonist: -1

How did Cc1ccc([N+](=O)[O-])cc1NC(=O)CCCOc1ccccc1 do in these assays?
PMI act satM6P: 0.9; Diaphorase inh: 20; Hsp70 activator: -0.4; Lmaj promast: -5; RAM inhibit: 4.9; PMI activator: 1; Diaph act CS: 0.8; DTT redox prof: 0.6; TLR4 MyD88 comp: 2; G6PDH counter: 6

How did O=[N+]([O-])c1cccn2cc(-c3ccc(Br)cc3)nc12 do in these assays?
PMI act satM6P: 1; Diaphorase inh: 11; Hsp70 activator: -0.1; Lmaj promast: 3; RAM inhibit: 2.6; PMI activator: 1.1; Diaph act CS: 0.9; DTT redox prof: -0.9; TLR4 MyD88 comp: -25; G6PDH counter: 17; S1P3 antagonist: 10

Results for Brc1cccc(CNCCCN2CCOCC2)c1 ?
PMI act satM6P: 1.2; Diaphorase inh: -10; Hsp70 activator: -0.1; Lmaj promast: 22; RAM inhibit: -1.0; PMI activator: 1.2; Diaph act CS: 1.1; DTT redox prof: -0.1; TLR4 MyD88 comp: -15; G6PDH counter: 1; S1P3 antagonist: -15

How did Cc1oc(C)c(C(=O)O)c1COc1ccc(C(=O)O)cc1 do in these assays?
PMI act satM6P: 1.1; Diaphorase inh: 6; Hsp70 activator: -0.1; Lmaj promast: -13; RAM inhibit: 0.3; PMI activator: 1.1; Diaph act CS: 0.9; DTT redox prof: 1.1; TLR4 MyD88 comp: -1; G6PDH counter: 0; S1P3 antagonist: -12

Results for COc1cccc(/C=N/NC(=O)CCc2n[nH]c(=O)[nH]c2=O)c1O ?
PMI act satM6P: 1.3; Diaphorase inh: 4; Hsp70 activator: 0.0; Lmaj promast: -8; RAM inhibit: 1.0; PMI activator: 1; Diaph act CS: 1; DTT redox prof: -0.1; TLR4 MyD88 comp: 5; G6PDH counter: 14; S1P3 antagonist: 8

How did C#CCOCCOCCOCCNc1nc(N2CCN(C(=O)[C@H](Cc3ccc(O)cc3)n3cc(CCO)nn3)CC2)nc(N2CCN(C(=O)[C@H](Cc3ccc(O)cc3)n3cc(CCO)nn3)CC2)n1 do in these assays?
PMI act satM6P: 1.5; Diaphorase inh: -13; Hsp70 activator: -0.3; Lmaj promast: -4; RAM inhibit: 0.5; PMI activator: 1.4; Diaph act CS: 1.1; DTT redox prof: 0.3; TLR4 MyD88 comp: -10; G6PDH counter: -1; S1P3 antagonist: 3

Results for O=C(CSc1nnc(CNc2ccc(F)cc2)o1)c1ccccc1 ?
Hsp70 activator: -0.4; Lmaj promast: -3; RAM inhibit: 2.1; DTT redox prof: -0.8; TLR4 MyD88 comp: 9; G6PDH counter: 8; S1P3 antagonist: -9

What do the screens show for `COc1ccccc1CNC(=O)CSc1ccc(C(=O)Nc2ccccc2OC)cc1[N+](=O)[O-]`?
PMI act satM6P: 1; Diaphorase inh: 8; Hsp70 activator: -0.1; Lmaj promast: 1; RAM inhibit: 2.7; PMI activator: 0.9; Diaph act CS: 0.9; DTT redox prof: 0.0; TLR4 MyD88 comp: 2; G6PDH counter: -10; S1P3 antagonist: -10

What do the screens show for `O=S(=O)(Nc1ccc(S(=O)(=O)Nc2cccc3ccccc23)cc1)c1ccccc1`?
PMI act satM6P: 0.8; Diaphorase inh: 27; Hsp70 activator: -0.4; Lmaj promast: 0; RAM inhibit: 8.0; PMI activator: 0.8; Diaph act CS: 0.7; DTT redox prof: 0.1; TLR4 MyD88 comp: 9; G6PDH counter: 4

What do the screens show for `CSc1ccc(C(=O)C2CCCN(Cc3ccc(N4CCNC4=O)cc3)C2)cc1` (stereo unspecified)?
PMI act satM6P: 1; Diaphorase inh: 0; Hsp70 activator: -0.5; Lmaj promast: 29; RAM inhibit: 1.6; PMI activator: 1; Diaph act CS: 1; DTT redox prof: 0.5; TLR4 MyD88 comp: -20; G6PDH counter: 6; S1P3 antagonist: -5

What do the screens show for `CC(C)OC(=O)/C(=C/c1ccc2c(c1)c1ccccc1n2C)NC(=O)c1ccccc1`?
PMI act satM6P: 0.9; Diaphorase inh: 20; Hsp70 activator: -0.2; Lmaj promast: 40; RAM inhibit: 6.0; PMI activator: 0.8; Diaph act CS: 0.8; DTT redox prof: 0.3; TLR4 MyD88 comp: 5; G6PDH counter: -26; S1P3 antagonist: 19

Results for O=c1[nH]c(CSc2nnc(-c3ccncc3)n2Cc2ccco2)nc2ccccc12 ?
PMI act satM6P: 1; Diaphorase inh: 16; Hsp70 activator: -0.2; Lmaj promast: 1; RAM inhibit: 0.7; PMI activator: 1; Diaph act CS: 0.8; DTT redox prof: -0.5; TLR4 MyD88 comp: -7; G6PDH counter: 4; S1P3 antagonist: 4

Results for O=C(Nc1ccc(C(F)(F)F)cc1)c1cc(-c2cccnc2)nc2ccc(Br)cc12 ?
PMI act satM6P: 1; Diaphorase inh: -5; Hsp70 activator: -0.1; Lmaj promast: -1; RAM inhibit: 0.4; PMI activator: 1; Diaph act CS: 1; DTT redox prof: -3.8; TLR4 MyD88 comp: 2; G6PDH counter: 4

What do the screens show for `COc1ccc(N=C2C(=Nc3ccc(OC)cc3)N(c3ccc(N(C)C)cc3)C(=S)N2c2ccc(OC)cc2)cc1`?
PMI act satM6P: 0.9; Diaphorase inh: 12; Hsp70 activator: 0.2; Lmaj promast: 6; RAM inhibit: 8.0; PMI activator: 0.9; Diaph act CS: 0.9; DTT redox prof: 2.4; TLR4 MyD88 comp: -14; G6PDH counter: 3

Results for Cc1cc(C)c(C(=O)COC(=O)c2cccnc2Cl)c(C)c1 ?
PMI act satM6P: 1; Diaphorase inh: 26; Hsp70 activator: 0.0; Lmaj promast: 4; RAM inhibit: 0.5; PMI activator: 1; Diaph act CS: 0.7; DTT redox prof: -0.4; TLR4 MyD88 comp: -2; G6PDH counter: 9; S1P3 antagonist: 9

From PubChem BioAssay
